IDH1 mut inh – inhibitors of human IDH1 R132H; inhibition, % at 10 µM; AID 624101; hit rate 0.18% among 70,000; IDH1 R132H reductase, diaphorase/resazurin fluorescence, 60 min; in the data active = inhibition above about 34%;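 also: 0% = DMSO and 100% = no enzyme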
Target sequence (O75874 whole entry R132H): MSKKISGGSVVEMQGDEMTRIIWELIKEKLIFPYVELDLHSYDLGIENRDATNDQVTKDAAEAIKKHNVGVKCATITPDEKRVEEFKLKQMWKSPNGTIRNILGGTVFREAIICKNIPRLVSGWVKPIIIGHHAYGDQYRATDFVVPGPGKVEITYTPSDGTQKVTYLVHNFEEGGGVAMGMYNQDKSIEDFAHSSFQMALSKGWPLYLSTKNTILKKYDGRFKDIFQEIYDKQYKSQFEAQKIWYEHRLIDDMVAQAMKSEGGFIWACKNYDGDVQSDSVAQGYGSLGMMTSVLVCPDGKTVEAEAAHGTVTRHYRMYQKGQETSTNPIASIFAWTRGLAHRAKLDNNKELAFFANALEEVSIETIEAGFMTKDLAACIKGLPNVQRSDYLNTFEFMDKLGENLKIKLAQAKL
PRC2 inh – blocks human EZH2/PRC2 H3K27 methylation | Q15910 | hit rate 0.35% among 57,000 | inhibition, % at 12.5 µM | DELFIA TRF, 1 h | AID 651548;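 active = mean inhibition of replicates at least 50% and every single replicate also reaching 50%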;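 also: dimethyl H3K27 on biotinylated H3 21-44 peptide detected by antibody; plate controls were median neutral control wells for no effect and median positive control wells for full effect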
The depositor's hits bear a star; x = not tested or not shown.

Below each compound – IDH1 mut inh	PRC2 inh
1. CCCC(=O)Nc1ccc2c(c1)C(=O)N(C)C[C@@H](OC)[C@@H](C)CN(Cc1ccccc1F)[C@H](C)CO2
 : -0.1	-8
2. Cc1ccc(S(=O)(=O)Nc2ccc3c(c2)C(=O)N([C@@H](C)CO)C[C@@H](C)[C@H](CN(C)S(=O)(=O)c2ccccc2)O3)cc1
 : -2.8	x
3. O=C(Nc1cccc(Cn2cccn2)c1)c1cc(-c2ccccc2)nc2ccccc12
 : 0.5	5
4. Cc1cc(C)c(C#N)c(SCC(O)CSc2ccc(Cl)cc2)n1 (centres undefined)
 : 0.2	31
5. CC(C)NC(=O)N(C)C[C@H]1OCc2ccccc2-c2c(n(C)c3ccccc23)C(=O)N([C@H](C)CO)C[C@@H]1C
 : x	13
6. O=C(N1CCOCC1)[C@@]1(CCS(=O)(=O)c2ccccc2)COC(c2ccc(OCCCO)cc2)=N1
 : x	3
7. COc1ccc(S(=O)(=O)Nc2ccc3c(c2)CC(=O)N([C@H](C)CO)C[C@H](C)[C@H](CN(C)C(=O)Nc2ccc4c(c2)OCO4)O3)cc1
 : -3.2	x
8. Cc1cccc(NC(=O)CSc2nncn2C)c1
 : 0.7	x
9. CCCNC(=O)Nc1ccc2c(c1)OC[C@H](C)N(CCC)C[C@@H](C)[C@H](OC)CN(C)C2=O
 : 0.1	4
10. COc1ccc(S(=O)(=O)Nc2ccc3c(c2)C(=O)N([C@H](C)CO)C[C@H](C)[C@@H](CN(C)S(=O)(=O)c2ccc(Cl)cc2)OCCCC[C@H](C)O3)cc1
 : 0.3	x
11. COc1ccccc1S(=O)(=O)N[C@H]1CC[C@H](CCn2cc(C3CCCCC3)nn2)O[C@H]1CO
 : -0.3	-3
12. CCCNC(=O)N(C)C[C@@H]1Oc2ncc(-c3ccc(OC)cc3)cc2C(=O)N([C@H](C)CO)C[C@@H]1C
 : -1.1	-4
13. C[C@H]1CN([C@@H](C)CO)C(=O)c2cc(-c3cncnc3)cnc2O[C@H]1CN(C)C(=O)c1cccc(F)c1
 : -1.1	x
14. O=C(C[C@H]1C=C[C@@H](NC(=O)NC2CCCC2)[C@H](CO)O1)NCc1ccc(F)cc1
 : 0.4	2
15. CO[C@@H]1CN(C)C(=O)c2cc(NC(=O)Nc3ccc(Cl)cc3)ccc2OC[C@@H](C)NC[C@@H]1C
 : 0.1	-11
16. CO[C@@H]1CN(C)C(=O)c2cc(NS(C)(=O)=O)ccc2OC[C@@H](C)N(Cc2ccccc2)C[C@H]1C
 : 0.1	2
17. C[C@@H]1CN([C@@H](C)CO)C(=O)Cc2cc(NC(=O)CCCCCC(=O)Nc3ccccc3N)ccc2O[C@H]1CN(C)S(=O)(=O)c1ccc(Cl)cc1
 : -5.0	x
18. C[C@@H]1CN([C@H](C)CO)C(=O)Cc2cc(NC(=O)CCCCCC(=O)Nc3ccccc3N)ccc2O[C@@H]1CN(C)C(=O)Nc1ccc(C(F)(F)F)cc1
 : x	-26
19. C[C@H](CO)N1C[C@H](C)[C@H](CN(C)S(=O)(=O)c2cccc(F)c2)OCc2cn(nn2)CCCC1=O
 : x	1
20. CC(C)c1ccc(NC(=O)CSc2nnc(-c3ccccc3O)n2C)cc1
 : 0.0	-15
21. CO[C@@H](CN(C)Cc1ccc2c(c1)OCO2)[C@@H](C)CN(C(=O)c1ccccc1)[C@H](C)CO
 : 0.2	12
22. Cc1noc(C)c1S(=O)(=O)N(C)C[C@@H]1OCc2ccccc2-c2c(n(C)c3ccccc23)C(=O)N([C@@H](C)CO)C[C@@H]1C
 : 0.4	-22
23. C[C@H](CO)N1C[C@H](C)[C@@H](CN(C)C(=O)CN(C)C)Oc2ncc(/C=C/c3ccccc3)cc2C1=O
 : 0.1	-19
24. COc1ccc(S(=O)(=O)Nc2cccc3c2O[C@@H](CN(C)Cc2ccncc2)[C@H](C)CN([C@@H](C)CO)C3=O)cc1
 : -1.8	x
25. CC(C)NC(=O)N(C)C[C@H]1Oc2ncc(C3=CCCCC3)cc2C(=O)N([C@@H](C)CO)C[C@@H]1C
 : -0.4	x
26. CC(C)NC(=O)N(C)C[C@H]1Oc2ncc(C#Cc3ccc(F)cc3)cc2C(=O)N([C@@H](C)CO)C[C@H]1C
 : -0.5	-11
27. CC(C)C#Cc1ccc2c(c1)O[C@H](CN(C)C(=O)c1ccccc1)[C@H](C)CN([C@@H](C)CO)S2(=O)=O
 : -0.3	x
28. CCC(=O)N(C)C[C@@H]1Oc2ncc(Br)cc2C(=O)N([C@H](C)CO)C[C@@H]1C
 : 0.0	1
29. Cc1noc(C)c1C(=O)NCc1ccco1
 : 0.9	x
30. COc1ccc([C@@H]2CC(=O)c3c(O)cc(O[C@@H]4O[C@H](CO[C@@H]5O[C@@H](C)[C@H](O)[C@@H](O)[C@H]5O)[C@@H](O)[C@H](O)[C@H]4O)cc3O2)cc1O
 : -1.0	-12

Single records, from the list above. Order of screens: IDH1 mut inh	PRC2 inh
Entry for CO[C@@H](CN(C)Cc1ccc2c(c1)OCO2)[C@@H](C)CN(C(=O)c1ccccc1)[C@H](C)CO → 0.2	12
Entry for Cc1noc(C)c1S(=O)(=O)N(C)C[C@@H]1OCc2ccccc2-c2c(n(C)c3ccccc23)C(=O)N([C@@H](C)CO)C[C@@H]1C → 0.4	-22
Entry for C[C@H](CO)N1C[C@H](C)[C@@H](CN(C)C(=O)CN(C)C)Oc2ncc(/C=C/c3ccccc3)cc2C1=O → 0.1	-19
Entry for CCC(=O)N(C)C[C@@H]1Oc2ncc(Br)cc2C(=O)N([C@H](C)CO)C[C@@H]1C → 0.0	1

Remaining list, next part.
Below each compound – IDH1 mut inh	PRC2 inh
31. COc1cccc(NC(=O)N[C@@H]2CC[C@@H](CC(=O)N3CCOCC3)O[C@@H]2CO)c1
 : -0.7	3
32. CO[C@@H]1CN(C)C(=O)c2ccc(NC(=O)c3cc(C)on3)cc2OC[C@H](C)NC[C@H]1C
 : -0.1	-1
33. COC(=O)c1cc(-c2ccccc2)sc1NC(=S)NC(C)c1cc(OC)ccc1OC (centres undefined)
 : 0.0	-18
34. O=C(O)CCCCCCC(=O)N=NC=C1C=CN(O)C=C1
 : x	-6
35. Cc1ccc(S(=O)(=O)Nc2ccc3c(c2)C(=O)N([C@@H](C)CO)C[C@H](C)[C@H](CN(C)S(=O)(=O)c2ccc(F)cc2)OCCCC[C@@H](C)O3)cc1
 : -10	x
36. COc1ccccc1CNC(=O)C[C@H]1CC[C@H](NC(=O)CC2CC2)[C@@H](CO)O1
 : 0.1	3
37. C[C@H](CO)N1C[C@H](C)[C@@H](CN(C)C(=O)Nc2ccc(C(F)(F)F)cc2)Oc2c(NC(=O)Nc3ccc(C(F)(F)F)cc3)cccc2C1=O
 : 2.5	x
38. CCCN(C)C[C@H]1OCCCC[C@@H](C)Oc2ccc(NC(=O)Nc3ccccc3)cc2C(=O)N([C@@H](C)CO)C[C@H]1C
 : x	-8
39. COCC(=O)Nc1ccc2c(c1)C(=O)N(C)C[C@H](OC)[C@@H](C)CN(C(C)=O)[C@@H](C)CO2
 : 0.1	6
40. CNC[C@H]1Oc2c(NC(=O)Nc3ccc(C(F)(F)F)cc3)cccc2C(=O)N([C@@H](C)CO)C[C@@H]1C
 : -0.2	-4
41. CNC[C@H]1Oc2ccc(NC(=O)Nc3ccc(F)cc3)cc2C(=O)N([C@@H](C)CO)C[C@@H]1C
 : 0.5	x
42. CNC[C@H]1Oc2c(NS(=O)(=O)c3c(C)noc3C)cccc2C(=O)N([C@@H](C)CO)C[C@H]1C
 : -1.3	x
43. CCCC#Cc1ccc2c(c1)O[C@@H](CN(C)S(=O)(=O)c1cccc(F)c1)[C@H](C)CN([C@@H](C)CO)S2(=O)=O
 : -0.8	8
44. C[C@@H]1CN([C@H](C)CO)C(=O)CCCn2cc(nn2)CO[C@@H]1CN(C)C(=O)NC1CCCC1
 : 2.3	2
45. CCCN1C[C@H](C)[C@@H](OC)CN(C)C(=O)c2cc(NC(=O)C3CCC3)ccc2OC[C@H]1C
 : x	-7
46. C[C@H](CO)N1C[C@H](C)[C@H](CN(C)CC2CC2)Oc2cc(C3=CCCC3)ccc2S1(=O)=O
 : -0.6	-15
47. CNC[C@H]1Oc2ccc(NC(=O)Cn3cnnn3)cc2CC(=O)N([C@@H](C)CO)C[C@@H]1C
 : 1.0	x
48. C[C@H](CO)N1C[C@H](C)[C@H](CN(C)S(=O)(=O)c2ccccc2)OCCCC[C@H](C)Oc2ccc(NC(=O)CCC(F)(F)F)cc2C1=O
 : -1.2	x
49. Cc1nccn1CC1CCc2c(c3ccccc3n2C)C1=O (centres undefined)
 : 6.9	x
50. C[C@@H]1CN([C@H](C)CO)C(=O)c2cc(NC(=O)Nc3ccccc3)ccc2O[C@@H]1CN(C)Cc1ccncc1
 : 2.4	-10
51. C[C@H]1CN([C@@H](C)CO)C(=O)Cc2cc(NC(=O)CCN3CCOCC3)ccc2O[C@H]1CN(C)C(=O)Nc1cccc2ccccc12
 : -2.2	x
52. CCCN1C[C@H](C)[C@@H](OC)CN(C)C(=O)c2ccc(NC(=O)C3CCC3)cc2OC[C@@H]1C
 : 0.1	-20
53. Cc1noc(C)c1S(=O)(=O)Nc1ccc2c(c1)C(=O)N([C@H](C)CO)C[C@H](C)[C@H](CN(C)C(=O)Nc1ccccc1)O2
 : 1.7	x
54. C[C@H]1CN([C@@H](C)CO)C(=O)Cc2cc(NS(=O)(=O)c3ccc(Cl)cc3)ccc2O[C@H]1CN(C)CC1CC1
 : 0.4	x
55. C[C@H](CO)N1C[C@H](C)[C@H](CN(C)S(=O)(=O)c2cn(C)cn2)Oc2ccc(NS(=O)(=O)c3cccs3)cc2C1=O
 : -0.8	x
56. COc1ccc(OCC(=O)Nc2ccccc2C(=O)Nc2ccccc2)cc1
 : -0.1	-6
57. C[C@H](CO)N1C[C@H](C)[C@H](CN(C)C(=O)C2CCCCC2)Oc2cc(C3=CCCCC3)ccc2S1(=O)=O
 : x	-16
58. COc1ccc(CNC(=O)C[C@H]2C=C[C@H](NC(=O)c3ccc4c(c3)OCO4)[C@@H](CO)O2)cc1
 : 0.0	-25
59. C[C@@H]1CCCCO[C@H](CN(C)C(=O)c2ccccc2)[C@H](C)CN([C@@H](C)CO)C(=O)c2cc(NC(=O)c3ccccc3)ccc2O1
 : -0.9	-7
60. COc1ccc(S(=O)(=O)Nc2cccc3c2O[C@@H](CN(C)C)[C@@H](C)CN([C@H](C)CO)C3=O)cc1
 : 0.9	8
61. COc1ccc(CNC(=O)C[C@H]2CC[C@@H](NC(=O)c3cccc(F)c3)[C@H](CO)O2)cc1
 : 0.0	-3
62. CCC(=O)Nc1ccc2c(c1)OC[C@H](C)N(C(=O)c1ccccc1F)C[C@@H](C)[C@@H](OC)CN(C)C2=O
 : 0.2	-2
63. C[C@H]1CN([C@@H](C)CO)C(=O)c2cccc(NS(=O)(=O)c3ccc(Cl)cc3)c2O[C@H]1CN(C)C
 : -0.5	x
64. C[C@H](CO)N1C[C@H](C)[C@H](CN(C)Cc2ccc(-c3ccccc3)cc2)Oc2ccc(NC(=O)CCC(F)(F)F)cc2CC1=O
 : -7.2	x
65. O=C(Nc1ccc(Cl)c(Cl)c1)N[C@@H]1CC[C@@H](CCn2cc(C3CC3)nn2)O[C@@H]1CO
 : -0.2	-3
66. C[C@@H]1CCCCO[C@H](CN(C)Cc2ccc(Cl)c(Cl)c2)[C@H](C)CN([C@@H](C)CO)C(=O)c2cc(NC(=O)NC3CCCCC3)ccc2O1
 : 0.8	x
67. COCCNC(=O)C[C@@H]1C[C@H]2c3cc(NC(=O)NC4CCCCC4)ccc3O[C@H]2[C@@H](CO)O1
 : -0.5	11
68. C[C@@H]1CCCCO[C@H](CN(C)C)[C@H](C)CN([C@H](C)CO)C(=O)c2cc(NC(=O)C3CCCCC3)ccc2O1
 : 0.6	11
69. C[C@@H]1CN([C@@H](C)CO)C(=O)Cc2cc(NS(=O)(=O)c3ccc(Cl)cc3)ccc2O[C@H]1CN(C)Cc1ccc(Oc2ccccc2)cc1
 : 1.7	x
70. C[C@H]1CCCCO[C@@H](CN(C)Cc2ccc3c(c2)OCO3)[C@@H](C)CN([C@@H](C)CO)C(=O)c2cc(NS(=O)(=O)c3ccccc3)ccc2O1
 : 0.1	x
71. COc1ccccc1CN(C)C[C@H]1OCc2cnnn2CCCC(=O)N([C@H](C)CO)C[C@H]1C
 : 1.6	1
72. O=C(N[C@H]1CC[C@H](CCn2cc(-c3cccnc3)nn2)O[C@H]1CO)c1ccccc1F
 : 0.0	3
73. C[C@@H]1CN([C@H](C)CO)C(=O)CCCn2nncc2CO[C@@H]1CN(C)C(=O)Nc1ccccc1C(F)(F)F
 : 0.6	x
74. Cc1noc(C)c1NC(=O)NCC[C@@H]1CC[C@@H](NC(=O)c2ccncc2)[C@H](CO)O1
 : -0.1	-2
75. C[C@@H]1CN([C@@H](C)CO)C(=O)c2cc(NC(=O)CCCN(C)C)ccc2O[C@@H](C)CCCCO[C@@H]1CN(C)S(=O)(=O)c1cn(C)cn1
 : 2.7	x
76. C[C@@H](NC(=O)C[C@@H]1CC[C@H](NC(=O)Cc2ccccn2)[C@@H](CO)O1)c1ccccc1
 : 0.3	10
77. C/C=C/c1ccc2c(c1)O[C@@H](CN(C)C(=O)CC)[C@H](C)CN([C@H](C)CO)S2(=O)=O
 : -1.9	12
78. Cc1ccccc1-c1ccc2c(c1)O[C@@H](CN(C)C(=O)Nc1ccccc1)[C@H](C)CN([C@H](C)CO)S2(=O)=O
 : -3.5	-10
79. CNC[C@H]1Oc2ccc(NS(=O)(=O)c3ccccc3)cc2C(=O)N([C@@H](C)CO)C[C@@H]1C
 : 3.5	x
80. C[C@@H]1CN([C@@H](C)CO)C(=O)Cc2cc(NS(=O)(=O)c3ccc(F)cc3)ccc2O[C@@H]1CN(C)C(=O)Nc1ccc(C(F)(F)F)cc1
 : -0.5	x
81. C[C@H]1CN([C@@H](C)CO)C(=O)Cc2cc(NC(=O)Cc3ccccc3)ccc2O[C@H]1CN(C)S(=O)(=O)c1cccs1
 : -0.5	x

Screen by screen, from the results shown:
Compounds 76–80 in IDH1 mut inh: 0.3, -1.9, -3.5, 3.5, -0.5

Screening results deposited in PubChem by Broad Institute.

Not all compounds are listed; rates above refer to the full screens.
